M1 ag parental: counter-screen for M1 agonists: effect in parental CHO-K1 cells; Fluo-8 calcium fluorescence; scaled to maximal ATP response, vehicle zero; activation, % at 3 µM; hit rate 0.48% among 360,000; AID 602248, 2012; in the data active = activation above about 15%;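 also: untransfected CHO-K1 host cells lacking M1 receptor as counterscreen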
CHO parental Ca: ATP-evoked calcium signal inhibitors, parental CHO, primary screen, counter-screen for OX1R antagonist project, cell-based, fluorescence, Fluo-8 calcium dye; hit rate 0.63% among 330,000; parental CHO-K1, ATP-induced calcium, Fluo-8 fluorescence; AID 463079, 2010; inhibition, % at 5.6 µM;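 active = inhibition above that plate's mean sample inhibition plus 3 SD, cut at about 26% in these data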;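 also: 0% = ATP-challenged DMSO wells and 100% = DMSO wells without ATP; some compounds past the cut are filed as inactive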
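Material: parental CHO cells / Compound: single nominal dose of 5.6 µM per compound / Signal: Fluo-8 fluorescence / Replicates: singlicate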
M4 ag: human M4 muscarinic receptor agonists, primary screen, CHO-K1 cells, Fluo-8 calcium fluorescence | Muscarinic acetylcholine receptor M4 (Homo sapiens), P08173 | CHO-K1 hM4/Gqi5; vehicle 0%, full acetylcholine response 100% | activation, % at 3 µM | hit rate 0.14% among 360,000;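 active = activation above the run mean over all test wells plus 3 SD, cut at about 32% in these data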;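 also: peak over basal fluorescence ratio per well then scaled between controls; 0% = DMSO wells and 100% = acetylcholine at EC100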
Target sequence (P08173 whole entry, looked up): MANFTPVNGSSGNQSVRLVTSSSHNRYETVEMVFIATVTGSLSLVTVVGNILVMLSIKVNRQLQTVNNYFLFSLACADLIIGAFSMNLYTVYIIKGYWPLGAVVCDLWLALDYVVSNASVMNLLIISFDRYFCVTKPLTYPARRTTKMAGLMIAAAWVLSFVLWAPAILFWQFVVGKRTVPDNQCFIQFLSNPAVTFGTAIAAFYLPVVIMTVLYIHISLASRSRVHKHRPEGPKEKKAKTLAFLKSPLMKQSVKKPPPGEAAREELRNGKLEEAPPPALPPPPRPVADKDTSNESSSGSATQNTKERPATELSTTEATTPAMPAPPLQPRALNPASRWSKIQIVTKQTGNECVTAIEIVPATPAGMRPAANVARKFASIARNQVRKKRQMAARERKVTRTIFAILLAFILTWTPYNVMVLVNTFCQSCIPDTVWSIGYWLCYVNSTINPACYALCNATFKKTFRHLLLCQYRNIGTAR
OXTR potentiator: human OXTR potentiators, primary screen, fluorescence, CHO-OTR cells, Fluo-8 calcium | hit rate 0.061% among 320,000 | activation, % at 3 µM | Oxytocin receptor (Homo sapiens), P30559 | Fluo-8 calcium fluorescence, potentiator mode; 0% = oxytocin EC15, 100% = EC100;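 active = activation above that plate's cutoff, the mean activation of tested compounds plus 3 SD, cut at about 6.6% in these data, passing the limit was not always enough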;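 also: 100% uses oxytocin at 75 nM as the full agonist control; some results filed as inactive read as strong as hits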
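Material: CHO-OTR cells, human receptor; compound dosing: single dose, 3.0 µM nominal final compound concentration; schedule: 6 min compound pre-incubation at room temperature, 100 s kinetic read; measured by: kinetic Fluo-8 calcium fluorescence; read-out basis: % activation vs EC15 and EC100 oxytocin; controls: EC15 oxytocin alone as 0%, 75 nM oxytocin as 100%; replicates: singlicate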
M1 ag: human M1 muscarinic receptor agonists, primary screen, Fluo-8 calcium fluorescence, CHO-K1 cells, HTS; Muscarinic acetylcholine receptor M1 (Homo sapiens), P11229; CHO-K1 hM1, agonist mode; 0% DMSO, 100% acetylcholine EC100; activation, % at 3 µM; hit rate 0.33% among 360,000;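 active = activation above the run's mean compound activation plus 3 SD, cut at about 16% in these data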;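 also: peak over basal fluorescence ratio within a 140 s kinetic read after compound addition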
Target sequence (P11229 whole entry, looked up): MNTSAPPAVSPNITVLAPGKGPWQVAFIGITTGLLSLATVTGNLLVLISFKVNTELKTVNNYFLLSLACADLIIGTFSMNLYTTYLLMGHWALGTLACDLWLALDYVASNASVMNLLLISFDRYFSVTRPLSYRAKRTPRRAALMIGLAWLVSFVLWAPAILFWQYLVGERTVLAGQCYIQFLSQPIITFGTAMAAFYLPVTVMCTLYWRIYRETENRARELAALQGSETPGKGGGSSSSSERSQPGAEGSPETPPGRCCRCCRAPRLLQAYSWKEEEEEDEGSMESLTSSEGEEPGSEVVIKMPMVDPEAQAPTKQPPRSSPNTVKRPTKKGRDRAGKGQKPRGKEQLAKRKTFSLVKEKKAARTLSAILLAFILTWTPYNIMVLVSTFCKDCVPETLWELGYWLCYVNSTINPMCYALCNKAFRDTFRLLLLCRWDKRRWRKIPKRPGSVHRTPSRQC
CHRM1 antagonist: human M1 muscarinic receptor antagonists, primary screen, CHO-K1 cells, Fluo-8 calcium fluorescence, 1536-well. hit rate 1.3% among 360,000. Muscarinic acetylcholine receptor M1 (Homo sapiens), P11229. inhibition, % at 3 µM. AID 588852, 2011. CHO-K1 hM1, ACh EC80 antagonist;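 active = percent inhibition above its own plate's cutoff, namely the mean of that plate's compound wells plus 3 SD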;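 also: peak over basal fluorescence ratio during 140 s after agonist addition; 0% = ACh EC80 plus DMSO and 100% = DMSO alone without agonist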
CHO-K1 Ca antag: nonselective inhibitor or artifact in parental CHO-K1 cells; ATP-induced calcium, Fluo-8 fluorescence; inhibition, % at 3 µM; hit rate 0.6% among 360,000;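 active = inhibition above a per-plate cutoff, the plate's mean sample inhibition plus 3 SD, cut at about 24% in these data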;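 also: 0% = DMSO plus EC80 ATP and 100% = DMSO alone without ATP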
M1 PAM: human M1 muscarinic receptor positive allosteric modulators, primary screen, CHO-K1 cells, Fluo-8 calcium fluorescence, 1536-well. Muscarinic acetylcholine receptor M1 (Homo sapiens), P11229. CHO-K1 hM1, ACh EC20; 0% = ACh EC20, 100% = maximal ACh. activation, % at 3 µM. hit rate 0.088% among 360,000; in the data active = activation above about 19%, passing the limit was not always enough
CHRM4 antagonist: human M4 muscarinic receptor antagonists, primary screen, CHO cells, Fluo-8 calcium fluorescence; CHO-hM4 cells, ACh EC80; inhibition, % at 3 µM; hit rate 0.73% among 360,000; AID 624125, 2012;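 active = inhibition above its plate's cutoff, the mean inhibition of sample wells plus 3 SD, cut at about 27% in these data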;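 also: 0% = acetylcholine EC80 with DMSO and 100% = DMSO without agonist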
Active calls of the source: *; / = not tested or not shown. No enrichment for hits; overall some 2.9% were active at least once.

SMILES	M1 ag parental	CHO parental Ca	M4 ag	OXTR potentiator	M1 ag	CHRM1 antagonist	CHO-K1 Ca antag	M1 PAM	CHRM4 antagonist
NS(=O)(=O)c1ccc(N2N=C(c3ccccc3)CC2c2cccc(Cl)c2)cc1 (stereo unspecified)	0.4	-19	-1	/	-3	-17	-8	8	-15
COc1ccc(F)cc1S(=O)(=O)N1CCCN(S(=O)(=O)c2cc(F)ccc2OC)CC1	6.3	-23	14	-16	2	8	0	-5	-5
CC(C)CCNC(=O)c1ccc(CS(=O)(=O)Cc2ccccc2F)o1	1.8	2	3	6	0	-9	-7	5	12
CCOc1ccccc1OCC(=O)Nc1nc2ccccc2[nH]1	1.9	-33	5	-3	-5	5	-7	3	-3
Cc1cc(C)nc(NCC(O)CNc2ccccc2C)n1 (stereo unspecified)	3.5	-22	2	-15	-1	5	1	0	-3
O=C(Nc1ccc2c(c1)CCCN2C(=O)c1cccs1)c1c(F)cccc1Cl	7.6	-8	16	-7	-2	11	-5	-7	2
COc1ccc(N2C(=O)C3ON(C4SC(=S)N(C)C4(C)C)C(c4ccc([N+](=O)[O-])cc4)C3C2=O)cc1 (stereo unspecified)	0.1	-15	-1	-7	-3	-4	13	1	-2
O=C(Nc1ccccc1)N1CCC(n2c(=O)[nH]c3ccccc32)CC1	0.9	-8	4	-3	2	-1	11	6	-19
Nc1nc(CN2CCC(Cc3ccccc3)CC2)nc(Nc2ccccc2)n1	0.6	-14	5	-12	-5	31*	-2	-15	-7
N/C(=N\OC(=O)COc1ccc(Br)cc1Cl)c1ccccn1	0.1	-20	1	-2	-8	2	2	2	-7
CCOC1=C2CN(S(=O)(=O)c3ccc(C)cc3)[C@H](c3ccccc3)C[C@@H]2N(S(=O)(=O)c2ccc(C)cc2)[C@H](c2cccs2)C1	0.5	/	-1	/	-7	11	0	0	5
CC(=O)c1ccc(NC(=O)CCC(=O)OCC(=O)c2cccc([N+](=O)[O-])c2)cc1	0.1	1	2	4	-3	-14	-6	17	-4
C#CCOCCOCCOCCNc1nc(N2CCN(C(=O)CCCCCCCCCCNC(=O)[C@@H](CCC(=O)O)n3cc(CCCCCN)nn3)CC2)nc(N2CCN(C(=O)CCCCCCCCCCNC(=O)[C@H](CO)n3cc(CCCSC)nn3)CC2)n1	-0.5	-7	5	-9	-2	16	-2	-2	0
COCc1ccc(C(=O)N2CCCC(N3CCN(c4ccc(F)cc4)CC3)C2)o1 (stereo unspecified)	3.3	-10	12	-1	-3	10	10	-5	4
CCOC(=O)c1cnc2cc(-c3ccc(Br)cc3)nn2c1C	0.9	-4	0	-4	-2	-16	-8	10	3
CCCc1nn(C)c(C(=O)Nc2cccc(C)c2)c1Cl	0.1	-4	0	-10	-3	6	5	-3	-2
Cc1cccc(OCCNc2cc(N3CCN(C)CC3)ccc2[N+](=O)[O-])c1	0.5	-12	3	2	-5	1	-2	1	5
Cc1csc(SCC(=O)N2CCN(S(=O)(=O)c3ccc(Cl)cc3)CC2)n1	0.2	-14	1	-1	-4	-10	-4	2	-12
CCOC(=O)c1c(CSc2cccs2)n(C)c2cc(Br)c(O)c(CN(C)C)c12	2.7	-18	5	-6	-4	11	-15	0	0
CC1(C(=O)NCc2ccccc2)CCC(=O)N1C1CC1 (stereo unspecified)	0.9	/	1	/	-4	-21	2	16	-12
COc1ccc(NC(=O)C2CCN(S(=O)(=O)c3ccc(N4CCCC4=O)cc3)CC2)cc1OC	-0.1	-20	1	-7	-2	-6	-19	4	-10
O=C(Nc1ccccn1)NC1CCS(=O)(=O)C1 (stereo unspecified)	0.1	-7	1	-6	-3	-12	-4	12	11
Cc1cc(=O)[nH]c(N2CCCCC2)n1	1.0	/	0	/	-2	-3	-9	2	-3
O=C(Nc1nnc(-c2ccncc2)o1)c1ccccc1	1.6	8	1	-12	-5	2	-11	3	3
CCn1c(SCC(=O)C(C)(C)C)nnc1-c1ccccc1OC	0.7	-24	1	-8	-2	-15	-2	2	-7
CC(=O)c1cccc(NC(=O)N2CCCC2C(=O)Nc2cccc(C)c2)c1 (stereo unspecified)	0.2	-13	1	-7	-4	-21	-7	3	0
COC(=O)CN(c1ccccc1)S(=O)(=O)c1ccccc1	0.3	-7	-1	-6	-4	-6	5	6	-6
Cc1cc(C)cc(SCc2noc(C(=O)NC(C)C)c2C(=O)NC(C)C)c1	1.6	-14	1	-1	-6	5	-12	0	-7
O=[N+]([O-])c1ccc(OCCCn2cncn2)cc1	0.4	8	1	-2	-3	-10	19	13	4
CC(=O)N1C[C@H]2CON(C)[C@H]2C[C@H]1c1cccc(-c2ccc(C#N)cc2)c1	0.4	/	0	/	4	-17	-3	16	-2
Cc1ccc(O)c(C(=O)c2cnc3c(c2)CN(C)C(=O)N3)c1	0.5	-19	1	5	-3	1	-4	1	8
S=C(Nc1ccc(-c2nc3ccccc3[nH]2)cc1)Nc1cccnc1	4.8	-3	0	-20	-6	0	-9	2	1
CCCCN(C(=O)CCC(=O)Nc1cc(C)on1)C(C(=O)NC1CCCC1)c1cccc(OC)c1 (stereo unspecified)	-0.5	-20	1	-6	2	-1	7	11	-31
O=C(NCc1ccccc1)C1CCN(S(=O)(=O)c2cc([N+](=O)[O-])ccc2Cl)CC1	3.0	-4	3	-9	-5	-7	-12	6	-2
Cc1cc(C)nc(SCC(=O)Nc2ccc3c(c2)OCO3)n1	0.8	4	1	-13	-3	-13	-7	-4	-7
NC(=O)c1c(NC(=O)c2ccc(N3C(=O)CCC3=O)cc2)sc2c1CCCC2	1.5	-6	11	-5	-5	-5	-10	5	-12
CC(C)CNC(=O)c1cc(-c2ccco2)on1	1.3	1	2	-2	-6	4	-11	6	-7
CCC(CO)(CO)N(CC(=O)Nc1ccc(OC)cc1)CC(=O)Nc1ccc(OC)cc1	2.2	-8	14	-12	-4	3	-8	-3	5
COC(=O)C1=C(C)N(Cc2ccccc2)C(=NCc2ccccc2)N[C@H]1c1cccc(C(F)(F)F)c1	21*	0	11	-5	-3	7	16	5	21
c1coc(-c2nc3ccccc3nc2-c2ccco2)c1	0.6	-23	2	2	-6	-2	-7	5	9
CCOC(=O)N1CCN(C(=O)C2CCN(S(C)(=O)=O)CC2)CC1	0.0	-1	1	-4	-9	17	11	-11	5
COc1ccc(-c2cn3c4c(sc3n2)CCCC4)cc1	-0.2	-28	0	-1	-7	-9	15	8	-2
CCCCC1=CC2=CC(=O)C(C)(OC(=O)CC)C(=O)C2=CN1c1ccccc1 (stereo unspecified)	-0.4	-14	2	-6	-7	0	-14	3	-5
O=C(Nc1ccccc1N1CCN(C(=O)c2ccc(Cl)cc2)CC1)c1cc(Br)ccc1Cl	-0.7	-23	-1	-5	-1	10	21	5	7
O=C(CS(=O)(=O)Cc1ccccc1)N1CCN(c2ccccc2F)CC1	2.7	-17	2	-1	-1	-10	-4	11	-4
O=C(CCN1C(=O)CC1c1ccco1)N1CCOCC1 (stereo unspecified)	1.6	/	1	/	-5	-5	-12	10	-2
COc1ccc(OC)c(NC(=O)COC(=O)c2c3c(nc4ccccc24)CCCC3)c1	4.4	10	12	-9	-7	38*	-14	-19	23
O=C(Nc1ccc(-c2csc(Nc3ccc(Cl)cc3)n2)cc1)c1ccccc1	1.8	1	8	-8	-1	-8	-1	4	18
O=C(NCc1ccc(N2CCCC2=O)cc1)c1cnccn1	1.0	-6	0	-1	-5	-15	-11	10	-6
c1ccc(-c2cc3ncccc3cn2)cc1	0.2	-6	1	2	1	2	-10	11	12
O=C1c2ccncc2C(=O)N1C1CCCCC1	1.1	-2	0	1	-4	-8	0	3	1
CC1CCCCN1C(=O)c1ccc(C(=O)Nc2ccc(F)cc2)cc1 (stereo unspecified)	-0.2	-5	3	-14	-4	-35	7	22	8
COc1cccc(S(=O)(=O)Nc2cccc(C(=O)N3CCCCCC3)c2)c1	1.1	-12	2	-5	-2	-5	-9	10	4
C[C@@H]1CN([C@H](C)CO)C(=O)CCCn2nncc2CO[C@H]1CN(C)Cc1ccccc1C(F)(F)F	0.8	/	1	/	-2	-4	-7	1	7
CCOC(=O)C1CCN(Cc2ccc(OC)c(OCc3ccccc3)c2)CC1	1.4	-18	6	-14	-8	-8	5	15	-7
CCCC1=Nc2cc(C(=O)N3CCN(c4ccccn4)CC3)ccc2Sc2ccc(C)cc21	1.3	-30	5	0	-5	0	-15	1	4
CCOc1ccc(S(=O)(=O)N2CCCC(C(=O)N3CCN(CC)CC3)C2)cc1Cl (stereo unspecified)	1.5	-13	2	-7	-11	-8	-13	8	-5
COc1ccc(CNC(=O)c2ccc(CS(=O)(=O)c3ccc(C)cc3)o2)cc1	4.1	-12	4	-12	-1	-10	-18	5	-1
COc1ccc(C(CNC(=O)c2ccc(S(=O)(=O)N3CCCC3)cc2)N2CCOCC2)cc1 (stereo unspecified)	1.6	-5	2	-4	-5	-7	-11	3	-1
CCOC(=O)c1cc2c(=O)n3cccc(C)c3nc2n(Cc2ccco2)c1=NC(=O)c1ccc(C)cc1	0.5	/	1	/	0	-8	-3	9	-2

Profiles, looked up by structure. Values in the order: M1 ag parental | CHO parental Ca | M4 ag | OXTR potentiator | M1 ag | CHRM1 antagonist | CHO-K1 Ca antag | M1 PAM | CHRM4 antagonist
O=C(Nc1ccc(-c2csc(Nc3ccc(Cl)cc3)n2)cc1)c1ccccc1 in the list: 1.8 | 1 | 8 | -8 | -1 | -8 | -1 | 4 | 18
CCOC(=O)C1CCN(Cc2ccc(OC)c(OCc3ccccc3)c2)CC1 in the list: 1.4 | -18 | 6 | -14 | -8 | -8 | 5 | 15 | -7
COc1cccc(S(=O)(=O)Nc2cccc(C(=O)N3CCCCCC3)c2)c1 in the list: 1.1 | -12 | 2 | -5 | -2 | -5 | -9 | 10 | 4

(listing goes on)
SMILES	M1 ag parental	CHO parental Ca	M4 ag	OXTR potentiator	M1 ag	CHRM1 antagonist	CHO-K1 Ca antag	M1 PAM	CHRM4 antagonist
CC(=O)Nc1ccc(C(=O)N2CCc3cc4c(cc3C2C)OCCCO4)cc1 (stereo unspecified)	0.0	-21	1	-4	-13	57*	0	-33	39*
COc1ccc(OCCNC(=O)c2ccc(C)cc2)cc1	1.6	-12	4	-10	-6	-8	-3	5	3
CC(C)n1nc(C(=O)Nc2cccc(S(=O)(=O)N3CCCCC3)c2)c2ccccc2c1=O	-0.1	-21	1	-6	-7	-6	-11	3	-2
O=C1/C(=C/c2cccs2)SC(=S)N1c1ccccc1	0.4	-4	2	-2	-2	5	-1	1	4
CCCCc1nc2ccccc2c(C(=O)O)c1C	0.6	1	0	-3	-2	-16	-20	12	10

Screening data as filed in PubChem BioAssay.
